PGC1a acetyl inh = modulators of PGC1a acetylation; U2OS PGC1a acetylation, AlphaScreen anti-acetyl-lysine; with virally co-expressed GCN5 acetyltransferase; inhibition, % at 15.6 µM; hit rate 0.17% among 350,000;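 active = every replicate shows inhibition of at least 40%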;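 also: 0% = neutral control wells and 100% = positive control wells; some results beyond the cut were filed as inactive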
FN deposition inh = fibronectin deposition inhibition; hit rate 0.086% among 350,000; inhibition, % at 12.6 µM; AH1F fibroblasts, Alexa488-fibronectin deposition fluorescence, overnight; AID 743247;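 active = mean inhibition across replicates of 30% or more, regardless of how many single replicates reach that level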;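 also: positive control wells lacked labelled fibronectin entirely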
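Assay system: AH1F fibroblasts assembling fluorescent fibronectin matrix; Amount: 10000 AH1F cells per well; Buffer or medium: DMEM, 2% serum; Probe or stimulus: Alexa488-fibronectin, 24 nM final in well; Doses: single compound dose, delivered by pin transfer; Incubation: 1 h adhesion, overnight exposure; Measured by: fluorescence 485/525 nm; Read-out: fibronectin deposition inhibition.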
PglD DTNB = PglD (C. jejuni) enzyme inhibition; purified PglD enzyme, DTNB colorimetric CoA detection; inhibition, % at 12.5 µM; AID 602405; hit rate 0.098% among 360,000; in the data active = inhibition above about 16%, passing the limit was not always enough; also: strong numbers were not always called active
INS-1E GSIS act = GLuc luminescence reporter in INS-1E cells, primary screen for activators of glucose-dependent secretion of insulin | hit rate 0.61% among 370,000 | INS-1E GLuc reporter insulin secretion, 2-3 h | activation, % at 16.6 µM;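 active = lowest replicate activation of at least 40%, so every replicate reaches that level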;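 also: 0% = median of neutral control wells and 100% = median of IBMX positive control wells; some compounds called inactive have numbers as strong as hits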
F508del corr = correctors of CFTR F508del function in bronchial epithelial cells. CFBE cells, YFP halide quenching; stimulated with forskolin plus potentiator P3; % fluorescence drop versus neutral controls. activity (quench increase), % at 7.58 µM. hit rate 0.36% among 350,000. AID 720511;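 active = mean added fluorescence quench of at least 8% versus neutral control, with both replicates also reaching 8%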;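 also: cells transiently co-express mutant CFTR-F508del with the halide-sensitive YFP; corrector assay measuring rescue of mutant channel to the surface after 24 h compound exposure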
Cneo AK release = causes C. neoformans cell lysis; hit rate 0.2% among 360,000; lysis activity, % at 15 µM; adenylate kinase release luminescence, 4 h; normalised: neutral wells 0, clomiphene wells 100;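 active = mean lysis activity across replicates of at least 80%, whatever share of replicates individually reach that level; inactive = mean lysis activity below 80%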
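Assay system: Cryptococcus neoformans yeast cells / Dosing: single-point compound dose / Timing: 4 h at 37 °C static, read 1 h later / Measured by: luminescence of released adenylate kinase using an AK detection reagent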
C2C12 statin = suppression of simvastatin myotoxicity | C2C12 myotubes + simvastatin, ATP luminescence, 48 h; scaled: DMSO 0, geranylgeraniol control 100 | rescue of ATP level, % at 7.49 µM | hit rate 0.78% among 330,000 | AID 602340;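 active = mean ATP rescue above about 67%, or every replicate alone reaching that limit, limit read from the data, passing the limit was not always enough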;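 also: myotubes were challenged with 10 µM simvastatin during compound exposure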
miR122 inh = blocks miR-122 activity in Huh7 sensor cells | Huh7 miR-122 Renilla luciferase sensor, 48 h; neutral wells = 0, positive control = 100 | hit rate 0.3% among 340,000 | activation (reporter increase), % at 12.5 µM;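 active = mean replicate activation score at least 90 and every replicate individually at or above 90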;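 also: higher luciferase means less miR-122 activity so hits act as miR-122 inhibitors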
Starred values were filed as active, the others as inactive; · = no result given; [ ] = remark or other dose.

SMILES | PGC1a acetyl inh | FN deposition inh | PglD DTNB | INS-1E GSIS act | F508del corr | Cneo AK release | C2C12 statin | miR122 inh
CC(C)CN(C(=O)CN1CCN(c2ccccc2F)CC1)c1c(N)n(CC(C)C)c(=O)[nH]c1=O | · | -4 | -4 | 2 | · | 2 | 12 | -4
O=C(NC1CCCCCCC1)c1ccc2c(c1)N(Cc1ccc(F)cc1)C(=O)CS2=O (stereo not given) | 2 | · | 2 | · | · | -4 | -17 | 3
COc1ccc(C(=O)OCCN2CCOCC2)cc1 | -9 | · | -6 | 10 | · | 1 | -5 | -2
COc1ccc(NC(=O)Nc2cccc3c2O[C@@H](CN(C)Cc2ccc(C(=O)O)cc2)[C@@H](C)CN([C@@H](C)CO)C3=O)cc1 | 3 | 1 | -1 | -3 | 0.3 | -15 | -10 | 1[16.7 µM]
CO[C@H]1CC[C@H]2CCOc3c(C#N)cccc3C(=O)N(C)C[C@H](OC)[C@@H](C)C(=O)N(C)C[C@H]1O2 | · | -2 | -2 | 41 | · | 7 | 10 | ·
O=C(NC[C@@H]1N[C@@H](CO)[C@H]1c1ccccc1)C1CCC1 | 5 | -16 | -3 | 1 | 0.9 | -3 | 5 | -36[16.7 µM]
C[C@@H](NC(=O)C[C@H]1CC[C@@H]2[C@H](COC[C@@H](O)CN2C(=O)Nc2cccc(F)c2)O1)c1ccccc1 | 2 | 2 | -2 | -7 | -3.3 | -9 | 22 | 3[16.7 µM]
CC(C)Cn1c(N)c(C(=O)COC(=O)Cc2cccc(C(F)(F)F)c2)c(=O)n(C)c1=O | · | -7 | 3 | -49 | 1.6 | 1 | -2 | -6
C[C@@H]1CN([C@@H](C)CO)C(=O)c2cc(NC(=O)Cc3cn(C)c4ccccc34)ccc2O[C@@H]1CN(C)S(=O)(=O)c1cn(C)cn1 | -4 | · | 13 | 4 | 3.1 | -1 | 19 | -3[16.7 µM]
Cc1ccc(CCN2CCN=C2Nc2ccccc2)cc1 | 7 | -3 | 4 | -9 | -0.6 | 1 | -12 | -6
O=C(NC1CCCN(Cc2ccc(Cl)cc2)C1)c1cccc(N2CCCC2=O)c1 (stereo not given) | · | 0 | 4 | -1 | -0.1 | 1 | 2 | 2
O=C(OCC(=O)N1CCCCC1)c1cc2ccccc2cc1O | -1 | · | 1 | · | · | -5 | 6 | -6
CCN1CCN(C(=O)CN(CCc2ccccc2)S(C)(=O)=O)CC1 | -17 | 1 | 3 | · | · | -3 | -4 | -3
CCOC(=O)c1c(NC(=O)C(C)Sc2c[nH]c3ccccc23)sc2c1CCC2 (stereo not given) | · | -2 | -3 | 12 | 5.1 | 2 | -2 | 2
Cc1cccc(S(=O)Cc2ccc(C(=O)NC3CCN(Cc4ccccc4)CC3)o2)c1 (stereo not given) | 11 | 2 | 1 | 2 | -1.4 | 2 | 4 | -4
O=C(NCc1cccc(F)c1)c1noc2c1CCCC2 | -4 | 0 | 1 | 13 | -0.5 | -4 | 7 | -7
COc1ccc(N2CCN(c3ccc(NC(=O)C4CCCCC4)cc3C#N)CC2)cc1 | -4 | · | 4 | 51* | · | -1 | -26 | 12
COc1ccc(-c2ccc3n(c2=O)C[C@H]2[C@H](CO)[C@@H](C(=O)NCC4CC4)N(C(=O)NC(C)C)[C@@H]32)cc1 | · | 1 | 5 | -2 | · | -4 | 4 | ·
Cc1cc(C(=O)N2CCCC(C(=O)c3ccc4ccccc4c3)C2)nn1C (stereo not given) | 6 | 4 | · | -11 | 2.8 | · | 14 | -3
COc1ccc(NC(=O)N(C)C[C@@H]2Oc3ccc(NC(=O)CCCCCC(=O)Nc4ccccc4N)cc3CC(=O)N([C@H](C)CO)C[C@@H]2C)cc1 | 6 | · | -2 | 5 | -3.5 | -5 | -28 | 5[16.7 µM]
O=C1N[C@H]2CC=C[C@H]2N(Cc2cccs2)c2ccccc21 | -11 | 12 | -5 | 13 | -1.4 | 2 | 4 | 6
O=C(NCc1cccs1)c1csc2c1CCCCC2 | · | · | · | -4 | -3.3 | · | -4 | -6
Cc1cc(C(=O)OC(C)C(=O)NC2CCCCC2)c(C)o1 (stereo not given) | -6 | -7 | 6 | 0 | -2.5 | 0 | 9 | 0
O=C(CCCc1c[nH]c2ccccc12)NCc1ccccc1C(F)(F)F | · | 5 | 2 | -35 | -3.6 | 2 | 0 | 0

Record cards (already shown):
Shown for Cc1cc(C(=O)N2CCCC(C(=O)c3ccc4ccccc4c3)C2)nn1C (stereo not given) → PGC1a acetyl inh: 6; FN deposition inh: 4; PglD DTNB: ·; INS-1E GSIS act: -11; F508del corr: 2.8; Cneo AK release: ·; C2C12 statin: 14; miR122 inh: -3
Shown for Cc1cccc(S(=O)Cc2ccc(C(=O)NC3CCN(Cc4ccccc4)CC3)o2)c1 (stereo not given) → PGC1a acetyl inh: 11; FN deposition inh: 2; PglD DTNB: 1; INS-1E GSIS act: 2; F508del corr: -1.4; Cneo AK release: 2; C2C12 statin: 4; miR122 inh: -4

The list goes on.
SMILES | PGC1a acetyl inh | FN deposition inh | PglD DTNB | INS-1E GSIS act | F508del corr | Cneo AK release | C2C12 statin | miR122 inh
COc1ccc(CNc2oc(Cc3cccc4ccccc34)nc2C#N)cc1 | -3 | · | 3 | · | · | 2 | 10 | -4
COc1ccc(/C=C2\SC(=S)N(c3cccnc3)C2=O)cc1 | · | 9 | · | 16 | 6.2 | · | 13 | -1
Cc1c(C(=O)Nc2ccc(F)cc2)oc2ccc(S(=O)(=O)N3CCCC3)cc12 | 9 | 6 | -6 | · | 1.0 | 1 | -3 | -2
CCOC(=O)C1=C(COC(=O)CCc2ccccc2)NC(=O)NC1C (stereo not given) | · | 2 | -1 | 4 | -0.9 | 2 | 14 | ·
CSc1ccc(CN(C)C(=O)CNC(=O)c2ccc3c(c2)OCO3)cc1 | 3 | 11 | 4 | -6 | 0.0 | -3 | 2 | 0
NC(=O)c1ccc(NC(=O)CSc2nnc(-c3cccnc3)n2Cc2ccco2)cc1 | -14 | 3 | 2 | 9 | -0.5 | 11 | -8 | -4
O=C(C[C@H]1CC[C@@H]2[C@H](COC[C@@H](O)CN2S(=O)(=O)c2ccccc2)O1)NCC1CCCCC1 | -6 | · | -5 | · | -2.4 | -1 | 17 | 1[16.7 µM]
Cc1ccc(S(=O)(=O)N(C)C[C@@H]2Oc3ccc(NC(=O)Nc4cccc5ccccc45)cc3CC(=O)N([C@@H](C)CO)C[C@H]2C)cc1 | 12 | · | 2 | 16 | -3.4 | -3 | 30 | -1[16.7 µM]
CC(C)CCC(=O)N1CCC(N2CCC(C(=O)NCc3ccccn3)CC2)CC1 | 0 | 7 | -5 | -5 | -1.6 | -3 | 7 | -4
COC(=O)/C(C#N)=C1/C=Cc2ccccc2N1 | -11 | -6 | -4 | 3 | 4.6 | -3 | 9 | 6
Cc1cc(C(=O)Nc2ccc3c(c2)C(=O)N(C)[C@@H]2CC[C@H](CC(=O)NCc4ccc(-c5ccccc5)cc4)O[C@@H]2CO3)no1 | · | -25 | 4 | -10 | · | -3 | -86 | ·
CN(C(=O)c1ccc(NC(=O)Cc2cccc(NC(=O)C3CCN(C(=O)C4CC4)CC3)c2)cc1)C1CCCC1 | -1 | -2 | 1 | · | 1.4 | -1 | 18 | -3
C[C@@H]1CN([C@@H](C)CO)C(=O)c2cccc(NS(=O)(=O)c3cn(C)cn3)c2O[C@@H]1CN(C)Cc1ccc(-c2ccccc2)cc1 | -3 | · | -4 | -15 | -4.3 | 3 | -17 | 3[16.7 µM]
CCN(CC)S(=O)(=O)c1ccc(N2CCOCC2)c(NC(=O)COc2ccc(Cl)cc2)c1 | -3 | 1 | 1 | -16 | -2.2 | 1 | 16 | -9
COCCCN(C(=O)CSCC(=O)Nc1ccc(C)cc1)c1c(N)n(Cc2ccccc2)c(=O)[nH]c1=O | -1 | 3 | -1 | -2 | 1.2 | 0 | -1 | -6
CC1CN(C(=O)CCC(=O)NC2CCCCC2)c2ccccc2S1 (stereo not given) | 7 | 4 | -3 | 8 | -1.1 | 6 | -7 | -6
COc1ccc(CN(C)C[C@H]2OCCCC[C@@H](C)Oc3ccc(NC(=O)CCCN(C)C)cc3C(=O)N([C@@H](C)CO)C[C@H]2C)cc1 | -11 | · | 0 | 1 | 2.0 | -1 | -28 | 0[16.7 µM]
C[C@H](CO)N1C[C@H](C)[C@@H](CN(C)Cc2ccc(-c3ccccc3)cc2)Oc2ccc(NC(=O)Cc3cn(C)c4ccccc34)cc2C1=O | -15 | · | · | -13 | 4.2 | · | -3 | -8[16.7 µM]
Cc1ccc(C)c(S(=O)(=O)NCCC(=O)N2CCCC(C(N)=O)C2)c1 (stereo not given) | 0 | 2 | -3 | -7 | -1.5 | 1 | 35 | -4
CC(=O)Nc1nnc(CCN2CCCCC2)s1 | -10 | 11 | -6 | · | · | 1 | -2 | 0
CCCNC(=O)c1cc(C2CCCCN2C(=O)c2ccc3ccccc3c2)on1 (stereo not given) | -10 | -1 | 3 | -10 | 0.3 | 2 | -3 | -2
Cc1ccc(Oc2ccccc2/C=C2\SC(=O)N(C)C2=O)cc1 | · | -14 | -5 | · | · | 0 | -3 | 5
CNC[C@@H]1Oc2ccc(NC(=O)Cc3cn(C)c4ccccc34)cc2CC(=O)N([C@H](C)CO)C[C@H]1C | -4 | · | 1 | 9 | 1.6 | 5 | -8 | 0[16.7 µM]
COc1cccc(C#Cc2cnc3c(c2)C(=O)N([C@H](C)CO)C[C@@H](C)[C@@H](CN(C)C(=O)C2CC2)O3)c1 | · | · | 4 | 6 | -0.3 | -4 | 19 | -9[16.7 µM]
Cc1ccc(S(=O)(=O)Nc2ccc3c(c2)CC(=O)N([C@@H](C)CO)C[C@@H](C)[C@@H](CN(C)CC2CC2)O3)cc1 | 9 | · | 6 | 21 | 0.3 | -2 | 1 | -8[16.7 µM]
COC(=O)c1cc(S(=O)(=O)N2CCOCC2)c(Cl)cc1N1CCOCC1 | 7 | · | 2 | · | · | 1 | · | -3
COCC#Cc1cnc2c(c1)C(=O)N([C@H](C)CO)C[C@H](C)[C@H](CN(C)C(=O)C1CCC1)O2 | · | · | 3 | 6 | 1.9 | -4 | 1 | 23[16.7 µM]
O=C(CCC(=O)N(CC(=O)NC1CCCCC1)Cc1ccccc1)Nc1ccccn1 | -3 | -17 | · | 4 | -0.1 | · | · | ·
CCCCOc1ccc(S(=O)(=O)Nc2cc(OC)ccc2OC)cc1 | -7 | · | 4 | -42 | · | 0 | 0 | 7
O=C(O)c1ccc(Nc2ccc([N+](=O)[O-])c3nonc23)cc1 | 23 | 1 | 2 | -24 | 0.7 | 1 | 3 | -10
COC(=O)Nc1ccc(S(=O)(=O)N2CCC(C(=O)N(C)C3CCCCC3)CC2)cc1 | 6 | 2 | 3 | · | 0.8 | 8 | -2 | 12
COc1ccc(-c2noc(CSc3nc(N)cc(=O)[nH]3)n2)cc1 | 4 | -9 | -2 | 13 | 0.7 | -2 | 17 | -10
COc1cc(O)c(C(CCN2CCCC2)c2ccc3c(c2)OCO3)c(OC)c1 (stereo not given) | -2 | -8 | -4 | -8 | 0.6 | -1 | -2 | -6

Some values from the entries so far.
In Cneo AK release, `COC(=O)Nc1ccc(S(=O)(=O)N2CCC(C(=O)N(C)C3CCCCC3)CC2)cc1` is listed with 8
In miR122 inh, `COc1cc(O)c(C(CCN2CCCC2)c2ccc3c(c2)OCO3)c(OC)c1` (stereo not given) is listed with -6
In miR122 inh, `CCCCOc1ccc(S(=O)(=O)Nc2cc(OC)ccc2OC)cc1` is listed with 7
In Cneo AK release, `O=C(O)c1ccc(Nc2ccc([N+](=O)[O-])c3nonc23)cc1` is listed with 1
In PGC1a acetyl inh, `O=C(CCC(=O)N(CC(=O)NC1CCCCC1)Cc1ccccc1)Nc1ccccn1` is listed with -3
